From PubChem BioAssay
D1 allo mod: D1 CRE-luciferase signal change, two-sided – cell-based, HEK293 D1, dopamine EC30, D1 allosteric modulator project, primary screen; D(1A) dopamine receptor (Homo sapiens), P21728; AID 641, 2007; B-score at 10 µM; dopamine EC30 potentiation; actives deviate in either direction; actives 5.9% (n = 58,000);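 active means luminescence count or its row- and column-corrected plate score outside the 99.7% band of the plate's sample wells, on either side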
Target sequence (P21728 whole entry, looked up): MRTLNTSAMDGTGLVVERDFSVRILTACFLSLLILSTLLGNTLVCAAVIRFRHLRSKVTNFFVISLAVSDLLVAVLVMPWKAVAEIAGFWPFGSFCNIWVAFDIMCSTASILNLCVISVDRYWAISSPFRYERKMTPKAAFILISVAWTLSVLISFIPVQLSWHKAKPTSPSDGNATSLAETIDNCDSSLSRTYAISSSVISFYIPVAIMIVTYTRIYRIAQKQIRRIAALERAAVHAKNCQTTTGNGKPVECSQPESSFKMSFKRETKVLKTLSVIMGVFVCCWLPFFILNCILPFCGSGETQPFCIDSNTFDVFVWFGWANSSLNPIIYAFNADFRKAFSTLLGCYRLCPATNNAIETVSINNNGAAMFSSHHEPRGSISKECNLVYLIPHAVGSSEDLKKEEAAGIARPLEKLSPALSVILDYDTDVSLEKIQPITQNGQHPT
DUSP1 inh: MKP-1 phosphatase inhibitors, primary screen, biochemical, in vitro. actives 0.15% (n = 65,000). Dual specificity protein phosphatase 1 (Homo sapiens), P28562. AID 374, 2006. inhibition, %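 (compounds tested at a single concentration somewhere between 10 and 100 µM)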. recombinant MKP-1, OMFP hydrolysis fluorescence;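 active means inhibition above about 50%, limit read from the data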;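 further: 0% = DMSO max control wells and 100% = wells with enzyme stopped by NaOH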
FXIIa mix inh: human factor XIIa inhibitors, primary screen, biochemical, pooled compound mixtures, fluorogenic substrate. actives 0.2% (n = 62,000). Coagulation factor XII (Homo sapiens), P00748. purified FXIIa. inhibition, % at 5 µM. AID 684, 2007; in the data active means inhibition above about 20%, passing the limit was not always enough;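 further: 0% = enzyme without compound and 100% = no enzyme blank; some results filed as inactive read as strong as hits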
TNAP act DEA: human TNAP enzyme activators, primary screen, biochemical, luminescent, intermediate phosphate acceptor level; Alkaline phosphatase, tissue-nonspecific isozyme (Homo sapiens), P05186; purified TNAP, CDP-star luminescence, 100 mM DEA, 30 min; stronger effect = higher value; scale: 0 levamisole-inhibited, 1 vehicle-only enzyme; activation factor at 20 µM; 64,000 tested, under 10 active; AID 813, 2007;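 active means activation factor of at least 2 at 20 µM, relative to controls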
Target sequence (P05186 whole entry, looked up): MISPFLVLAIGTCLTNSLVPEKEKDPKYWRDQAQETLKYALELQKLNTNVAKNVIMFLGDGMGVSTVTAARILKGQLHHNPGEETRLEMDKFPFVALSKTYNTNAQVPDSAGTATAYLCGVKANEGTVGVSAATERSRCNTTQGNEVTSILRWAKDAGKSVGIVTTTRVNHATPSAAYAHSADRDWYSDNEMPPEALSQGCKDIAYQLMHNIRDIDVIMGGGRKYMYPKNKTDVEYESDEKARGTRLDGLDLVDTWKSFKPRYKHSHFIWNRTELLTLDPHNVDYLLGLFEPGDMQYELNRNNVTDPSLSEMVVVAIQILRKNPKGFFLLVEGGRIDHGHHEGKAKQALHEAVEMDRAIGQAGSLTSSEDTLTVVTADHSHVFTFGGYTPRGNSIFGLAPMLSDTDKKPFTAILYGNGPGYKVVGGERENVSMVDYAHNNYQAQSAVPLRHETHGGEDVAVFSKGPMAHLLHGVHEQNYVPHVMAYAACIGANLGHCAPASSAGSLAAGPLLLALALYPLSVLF
SF1 activator: activators of human SF-1, primary screen, cell-based, CHO-K1, Gal4-SF-1 LBD, luciferase luminescence. actives 1.9% (n = 65,000). activation, % at 10 µM. CHO-K1 Gal4-SF-1 LBD luciferase reporter; % increase over DMSO SF-1-specific signal;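 active means activation above the mean activation of all tested compounds plus 3 SD, cut at about 50% in these data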
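Test system: CHO-K1 cells co-transfected with Gal4 DBD–human SF-1 LBD, 5xGal4 luciferase reporter. Quantity: 4,000 cells per well. Compound: 10 µM only. Incubation: compound added 1 h post-seeding, 20 h exposure at 37 °C, 5% CO2. Detection: SteadyLite luciferase luminescence. Replication: one test per compound.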
Hsp90 inh: tumor Hsp90 inhibitors, primary screen, cell lysate, fluorescence polarization, NCI-N417 lysate; Cy3B-geldanamycin FP displacement; inhibition, % at 30 µM; actives 0.35% (n = 64,000);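 active means inhibition above 50%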;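 further: 0% = tracer plus lysate wells and 100% = tracer alone without lysate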
Cdc25B inh: inhibitors of Cdc25B phosphatase catalytic domain, primary screen, biochemical, OMFP fluorescence | M-phase inducer phosphatase 2 (Homo sapiens), P30305 | recombinant Cdc25B, OMFP fluorescence Ex485/Em525 | inhibition, %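 (compounds tested at 10 µM final in the well)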 | actives 0.1% (n = 65,000) | AID 368, 2006; in the data active means inhibition above about 50%
HER2 expr 66K: inhibitors of Her2 protein expression, primary screen, SKBR-3 cells, AlphaScreen, 66K library; HER2 level % of control, % at 10 µM; SKBR-3 HER2 protein level, 18-24 h; stronger effect = lower value; AID 645, 2007; Receptor tyrosine-protein kinase erbB-2 (Homo sapiens), P04626; actives 0.69% (n = 65,000);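 active means HER2 level under 5% of the carrier-only control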;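 further: 100% = DMSO carrier and 0% = 500 nM PU-H71 HSP90 inhibitor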
RORA act: activators of orphan receptor RORA, primary screen, cell-based, luminescence; Nuclear receptor ROR-alpha (Homo sapiens), P35398; CHO-K1 Gal4-RORA LBD luciferase reporter; percent increase over mock-subtracted basal signal; activation, % at 10 µM; actives 1.5% (n = 65,000); AID 560, 2006;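 active means activation above the mean of all tested compounds plus 3 SD, cut at about 49% in these data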;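 further: 0% = DMSO-treated RORA cells and 100% = added signal equal to DMSO minus mock-transfected cells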
Starred values were filed as active, the others as inactive; nt = no result given. Compounds as they come. About 8.9% of those tested had a hit in this group.

The opening two compounds, ahead of the listing:
SMILES	D1 allo mod	DUSP1 inh	FXIIa mix inh	TNAP act DEA	SF1 activator	Hsp90 inh	Cdc25B inh	HER2 expr 66K	RORA act
Cc1ccc(C(c2sc3nc(C)nn3c2O)N2CCN(C(=O)c3ccco3)CC2)cc1 (configuration not stated)	-0.22	6	nt	nt	-5	1	8	100	20
CCOC(=O)CSc1ncnc2c1nnn2-c1ccc(F)cc1	-0.14	5	-1	0.9	1	-4	3	85	-18

The listing (from the top)
SMILES	D1 allo mod	DUSP1 inh	FXIIa mix inh	TNAP act DEA	SF1 activator	Hsp90 inh	Cdc25B inh	HER2 expr 66K	RORA act
Cc1ccc(C(c2sc3nc(C)nn3c2O)N2CCN(C(=O)c3ccco3)CC2)cc1 (configuration not stated)	-0.22	6	nt	nt	-5	1	8	100	20
CCOC(=O)CSc1ncnc2c1nnn2-c1ccc(F)cc1	-0.14	5	-1	0.9	1	-4	3	85	-18
CSc1nc2ccc(NC(=O)C3CC(=O)N(Cc4ccco4)C3)cc2s1 (configuration not stated)	nt	12	1	0.9	6	nt	-11	98	-20
CCOC(=O)c1cccnc1SCc1cc(=O)n2ccccc2n1	4.4*	23	1	0.9	-9	1	-7	83	-14
CCCCn1nnnc1SCC(=O)c1ccc(C)c(C)c1	-2.1	-33	13	0.9	12	0	-17	99	0
O=C(Nc1ccccc1C(=O)OCC(=O)N1CCc2ccccc2C1)c1ccco1	0.036	-5	3	0.9	11	-9	6	93	-11
CC(C)C(=O)N1c2ccccc2NC2=C(C(=O)CCC2)C1c1ccc(N(C)C)cc1 (configuration not stated)	1.5	16	8	0.9	2	2	-6	105	6
COc1ccc2nc(Nc3ccc4c(c3)OCO4)sc2c1	nt	2	7	1	48	1	4	96	31
O=S(=O)(c1ccc(Oc2ncnc3scc(-c4ccccc4)c23)cc1)N1CCOCC1	nt	34	-13	0.9	17	-9	2	117	13
CN1C(=O)CC(N2CCC(c3nc4ccccc4[nH]3)CC2)C1=O (configuration not stated)	nt	10	-6	0.9	2	5	-2	110	-32
C=CCn1c(COc2cccc(C)c2)nnc1SCC(=O)NC(=O)NCc1ccco1	0.78	18	-11	0.9	-9	-2	8	89	-19
CC1CCCCN1c1nnc(N)s1 (configuration not stated)	-1	21	-20	1	-4	-2	-7	100	-12
O=C(NCc1cccnc1)C1CCN(S(=O)(=O)c2cccs2)CC1	0.2	8	5	0.9	-7	3	-7	93	-4
CC1(C)Cc2cccc(OCC(=O)Nc3cccnc3)c2O1	0.33	5	8	0.9	-11	-3	-16	97	-11
COc1ccc(-c2cc(C(=O)N3CCOCC3)c3cc(C)ccc3n2)cc1	-1.5	1	-1	1	3	-3	2	88	8

(continued)
SMILES	D1 allo mod	DUSP1 inh	FXIIa mix inh	TNAP act DEA	SF1 activator	Hsp90 inh	Cdc25B inh	HER2 expr 66K	RORA act
O=C(Nc1ccccc1N1CCCCC1)c1ncoc1-c1ccc(F)cc1	-0.23	-4	0	0.8	4	-4	-4	90	-9
O=C1c2ccccc2C(=O)N1CCOCCN1C(=O)c2ccccc2C1=O	-0.84	-19	-1	1	-15	1	-12	83	-8
O=C(NCc1cccs1)c1nc2ncccn2n1	-0.39	18	3	0.9	-16	-7	-19	119	9
CC1CCOC2(O1)C(=O)N(CN1CCN(c3ccccc3F)CC1)c1ccccc12 (configuration not stated)	-0.23	5	8	1.1	-4	-8	-14	75	-15
CCOC(=O)c1[nH]c(C)c(CN(CCc2ccc(OC)c(OC)c2)C(=O)CCCC(=O)O)c1C	nt	31	-17	1	-16	-6	26	85	-1
O=C(Nc1ccc(Cc2ccncc2)cc1)C1CC1	-0.46	1	5	1	15	-1	-6	102	4
COc1nonc1NC(=O)CSc1nc2ccccc2[nH]1	-0.13	-14	1	1	12	-2	-4	110	7
CCN(CC)CCCNC(=O)c1cc(-c2cccc(Cl)c2)on1	-0.92	-6	4	1	23	-1	-8	92	-1
CC1=CC(C)(C)N2C(=O)C3(C(C#N)=C(N)OC4=C3C(=O)CC(C)(C)C4)c3cccc1c32 (configuration not stated)	2.7	29	8	1	-7	-9	12	85	3
CC1(C)CC(=O)C2=C(C1)Nc1ccccc1NC2c1ccc2c(c1)OCO2 (configuration not stated)	0.62	12	-15	1.1	-18	1	-9	92	12
Cc1nc2ncnn2c(C)c1Cc1ccc(Cl)cc1F	2.1	-4	11	1	-4	-3	-31	82	2
Cc1ccc(N(CC(=O)Nc2ccc3c(c2)OCCO3)S(=O)(=O)c2c(C)n[nH]c2C)cc1	-0.32	5	1	1	-12	1	-3	90	-1
Cc1ccccc1-n1c(SCc2c(C)noc2C)nnc1-c1c[nH]c2ccccc12	-6.2*	-6	6	0.9	-1	-3	3	70	-10
COc1cccc(C(=O)Nc2ccc(S(=O)(=O)Nc3onc(C)c3C)cc2)c1	0.056	2	2	1	3	0	2	84	-16
CCCC12CN3CC(C)(CN(C1)C3c1ccc(OC)cc1)C2=O (configuration not stated)	nt	28	0	0.9	-3	-2	-6	96	-4

New compounds follow
SMILES	D1 allo mod	DUSP1 inh	FXIIa mix inh	TNAP act DEA	SF1 activator	Hsp90 inh	Cdc25B inh	HER2 expr 66K	RORA act
CSCCC(NC(=O)OC(C)(C)C)C(=O)NC(CC(C)C)C(N)=O (configuration not stated)	-0.83	-10	0	0.9	-4	1	8	62	5
COc1cccc(-c2nc3n(n2)C(c2ccc4c(c2)OCO4)C(C(N)=O)=C(C)N3)c1 (configuration not stated)	nt	13	5	0.9	-12	-4	5	87	16
CN1CC(=O)N(CC(=O)NCCc2ccc(F)cc2)c2ccccc2C1=O	0.25	9	3	1	5	0	6	91	12
Cc1ccc(S(=O)(=O)NCCCCCC(=O)Nc2nccs2)cc1	-0.49	-4	8	0.9	4	0	4	105	9
CC1=CC(C)C2C(=O)N(CCCN(C)C)C(=O)C2C1 (configuration not stated)	-1.5	-5	13	0.9	-10	2	-2	92	-15
CCCN(C(=O)c1cccs1)c1nnc(-c2ccncc2)s1	0.026	3	5	0.9	38	2	-7	64	-9
Cc1ccnc(Nc2nc3ccccc3o2)n1	-4.4*	5	5	1.2	-9	0	4	75	-4
COc1ccccc1OC(=O)c1ccc(SC)cc1OC	-0.059	-9	6	0.8	-4	-7	-20	55	-18
O=C(CC1(O)C(=O)N(Cc2ccccc2Cl)c2ccccc21)c1ccco1 (configuration not stated)	0.42	-3	13	0.9	-4	-21	-17	88	-8
CC1CN(c2ccccc2)C(=O)CS1 (configuration not stated)	0.29	13	17	1	30	-16	-3	153	6
CC(=O)c1cccc(NC(=O)CSc2nnc(-c3ccc(S(=O)(=O)N4CCCC4)cc3)o2)c1	0.67	-4	nt	0.9	-16	61*	6	109	1
O=C1c2ccccc2NC(c2ccccc2)N1c1ccc(O)cc1 (configuration not stated)	0.09	16	4	1	12	1	-12	63	14
COc1ccccc1C(=O)NCCn1ccc2ccccc21	1.1	7	0	0.9	-8	-5	3	105	-5
Cc1cccc(OCCOC(=O)C2CCN(S(=O)(=O)c3cccs3)CC2)c1	1.4	6	-12	1	-6	-5	-6	118	-18
COc1cc2c(cc1OC)C1=C(C#N)CC/C(=N\S(=O)(=O)c3ccccc3)N1CC2	8.7*	14	11	1	41	-3	-8	115	2

An excerpt from above, reduced to RORA act, DUSP1 inh and FXIIa mix inh:
Molecule | RORA act | DUSP1 inh | FXIIa mix inh
Cc1ccccc1-n1c(SCc2c(C)noc2C)nnc1-c1c[nH]c2ccccc12 | -10 | -6 | 6
COc1cccc(C(=O)Nc2ccc(S(=O)(=O)Nc3onc(C)c3C)cc2)c1 | -16 | 2 | 2
CCCC12CN3CC(C)(CN(C1)C3c1ccc(OC)cc1)C2=O (configuration not stated) | -4 | 28 | 0

Sorted by heavy-atom count (largest number first): some entries from above.
SMILES	D1 allo mod	DUSP1 inh	FXIIa mix inh	TNAP act DEA	SF1 activator	Hsp90 inh	Cdc25B inh	HER2 expr 66K	RORA act
COc1cc2c(cc1OC)C1=C(C#N)CC/C(=N\S(=O)(=O)c3ccccc3)N1CC2	8.7*	14	11	1	41	-3	-8	115	2
CN1CC(=O)N(CC(=O)NCCc2ccc(F)cc2)c2ccccc2C1=O	0.25	9	3	1	5	0	6	91	12
Cc1ccc(S(=O)(=O)NCCCCCC(=O)Nc2nccs2)cc1	-0.49	-4	8	0.9	4	0	4	105	9
CC1=CC(C)C2C(=O)N(CCCN(C)C)C(=O)C2C1 (configuration not stated)	-1.5	-5	13	0.9	-10	2	-2	92	-15

Other results follow:
SMILES	D1 allo mod	DUSP1 inh	FXIIa mix inh	TNAP act DEA	SF1 activator	Hsp90 inh	Cdc25B inh	HER2 expr 66K	RORA act
O=C(C1CC1)N1CCc2cc(Br)cc(S(=O)(=O)N3CCOCC3)c21	0.56	-2	-22	0.9	8	-3	-15	nt	10
COc1ccc(OCC(O)COc2ccc(OC)cc2)cc1	1.2	-1	5	0.9	3	-2	-7	58	-7
CN(C(=O)CCN1C(=O)C(C)(C)Nc2ccccc21)c1ccccc1	-0.97	0	-6	0.9	-5	2	-16	87	-11
COc1ccc(OC)c(N=c2oc3c(OC)cccc3cc2C(=O)NCc2ccco2)c1	0.028	-5	2	0.9	-2	12	7	106	-3
